Source: PubChem
XIAP antagonists: small molecules displacing peptide from XIAP – biochemical, IAP family, fluorescence polarization (AID 1018); XIAP BIR domain, fluorescence polarization peptide displacement; higher % means a stronger effect; one-dose displacement, % at 20 µM; IC50 in µM for titrated hits; actives 0.007% (n = 200,000); in the data active = displacement above about 50%; also: a part of the inactive calls stands beside numbers as strong as those of hits
Myeloid diff MLP: compounds promoting myeloid differentiation. ER-HoxA9 myeloid progenitors, lysozyme-GFP differentiation, flow cytometry. calls only at 10 µM. actives 1% (n = 360,000);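 active = normalized GFP-positive differentiation at or above the plate's own cutoff, the solvent-only control mean plus 3 SD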;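 also: cells exposed to compound for four days before flow analysis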
TNAP activators: human TNAP enzyme activators, primary screen, biochemical, luminescent, no phosphate acceptor, uHTS (AID 1001); activation fold at 20 µM; hits with a dose series show EC50 in µM; actives 0.03% (n = 200,000); purified TNAP, luminescent activation assay, no phosphate acceptor; higher activation fold means a stronger effect; in the data active = activation fold from about 3, or a potency from the dose series; inactive = the rest, 99 in 100 with activation fold below about 1.6; also: many of its hits are not listed in these tables
PMI inhibitors: MPI enzyme activity inhibition – biochemical, fluorescence intensity, coupled assay, primary screen (AID 1209). one-dose inhibition, % at 20 µM; IC50 in µM for titrated hits. purified PMI enzyme, coupled fluorescence intensity; higher % means a stronger effect. actives 0.42% (n = 190,000);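 also: plate controls were DMSO vehicle for no effect and wells lacking substrate for full effect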
WT yeast gro inh: growth inhibition of WT yeast, mitochondrial fusion screen; mitochondrial fusion phenotypic screen, WT strain; inhibition, % at 10 µM; actives 2.1% (n = 190,000); AID 1362; in the data active = inhibition above about 58%; tested in S. cerevisiae
Salmonella PhoP GFP: PhoP-dependent GFP reporter repression – Salmonella Typhimurium, primary screen (AID 1863); S. Typhimurium PhoP-regulated promoter GFP reporter, 4 h; higher % means a stronger effect; inhibition, % at 50 µM, or IC50 in µM where a hit was titrated; actives 0.16% (n = 300,000);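 active = inhibition over 29.93%, a cutoff 3 SD above the screen mean, later confirmed by dose response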;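 also: 0% = low Mg2+ inducing control and 100% = high Mg2+ repressing control; strong numbers were not always called active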
Siah-1 displacement: blockers of Siah-1 interaction with plectin peptide – biochemical, fluorescence polarization, rhodamine-plectin, uHTS, primary screen (AID 1817); Siah-1 / rhodamine-plectin peptide fluorescence polarization; higher % means a stronger effect; one-dose displacement, % at 20 µM; IC50 in µM for titrated hits; actives 0.02% (n = 290,000);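 active = displacement of at least 50% at 20 µM, with a fluorescence ratio check between 0.3 and a set limit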;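 also: plate controls were Siah plus tracer with DMSO for no effect and tracer alone without Siah for full effect; strong numbers were not always called active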
human PMI inhibitors: MPI inhibition at elevated mannose 6-phosphate – biochemical, fluorescence intensity, high mannose 6-phosphate, primary screen (AID 1220); inhibition, % at 20 µM; hits with a dose series show IC50 in µM; recombinant PMI enzyme, coupled fluorescence intensity; higher % means a stronger effect; actives 0.66% (n = 190,000)
RSV antiviral HEp-2: RSV antiviral activity via CPE protection, HEp-2 cells, primary 10 µM value included (AID 2391); actives 0.13% (n = 310,000); CPE inhibition, % at 10 µM; hits with a dose series show IC50 in µM; HEp-2 cells, RSV-induced CPE inhibition; higher % means a stronger effect; in the data active = a potency from the dose series; also: strong numbers were not always called active
WT yeast gro inh mutant strain: also measured in WT yeast gro inh; calls as there; inhibition, %; mitochondrial fusion phenotypic screen, mutant strain inhibition
Myeloid diff MLP GFP+ MAC1+ %: also measured in Myeloid diff MLP; calls as there; GFP+ MAC1+ double positive, %; measured here: differentiation confirmed by MAC1 staining
The depositor's hits bear a star; i = inactive; / = not tested or not shown. Rule as the data show it, unless noted: active = inhibition above about 50%; inactive = the rest.

SMILES	XIAP antagonists	Myeloid diff MLP	Myeloid diff MLP GFP+ MAC1+ %	TNAP activators	PMI inhibitors	WT yeast gro inh	WT yeast gro inh mutant strain	Salmonella PhoP GFP	Siah-1 displacement	human PMI inhibitors	RSV antiviral HEp-2
O=C(N=Nc1c(O)n(Cc2ccccc2)c2ccccc12)c1cc2ccccc2cc1O	-7.9%	i	0.2	1	-3%	70*	20*	-14%	-25%	-21%	-0.3%
COc1ccc(NS(=O)(=O)c2ccc3oc4ccccc4c3c2)cn1	-3.1%	i	2.4	1	10%	41	12	4%	-7%	9%	3.9%
Cc1cc(C)nc(Nc2ccc(F)cc2)n1	/	i	0.4	/	/	/	/	7%	2%	/	0.8%
COc1ccc(CSc2nnc3[nH]c(=O)cc(N)n23)cc1	-7.2%	i	0.6	1.1	-10%	15	-7	3%	2%	-9%	2.1%
Cc1cccc(CCN(Cc2cc3cccc(C)c3[nH]c2=O)C(=O)N2CCOCC2)c1	-8.0%	i	1.2	1.1	6%	-12	11	-4%	-2%	2%	1.5%
CC1CN(C(=O)c2cccn(Cc3c(Cl)cccc3Cl)c2=O)CC(C)O1 (stereo unspecified)	-2.7%	i	1.1	1.1	-4%	1	0	-2%	-2%	1%	0.8%
CCOC(=O)c1cnc(SC)nc1Oc1cccc(NS(=O)(=O)c2ccc(Cl)cc2)c1	-3.8%	i	1.6	1.1	8%	0	-5	-5%	4%	11%	3.2%
Cc1ccc(CS(=O)(=O)c2ncn[nH]2)cc1	-5.6%	i	0.2	1.1	-6%	4	6	-3%	-4%	-9%	4.9%
Cc1cc(=O)n2nc(N3CCC(C(=O)NC4CCCc5ccccc54)CC3)sc2n1 (stereo unspecified)	-4.3%	i	1.5	1.1	4%	5	4	-1%	3%	0%	-1.0%
O=C(c1cccc(F)c1)N1CCc2ccccc2C1	-4.5%	i	1.2	1	16%	-11	-18	-6%	-3%	6%	-1.1%
CC(CC(=O)NC1CCSC1=O)c1ccccc1 (stereo unspecified)	-9.4%	i	5.3	1.1	1%	-7	-5	0%	4%	4%	3.0%
CCNc1nc2cccnc2s1	/	i	0.8	/	/	/	/	-2%	11%	/	4.7%
CCc1ccccc1N1C(=O)c2cccc3c(N4CCOCC4)c([N+](=O)[O-])cc(c23)C1=O	-6.8%	i	0.7	1	16%	/	/	9%	6%	14%	-1.4%
Nc1ncc([N+](=O)[O-])cc1Br	/	i	0.4	/	/	/	/	2%	-5%	/	-1.2%
Cc1ccc2nc(SCC(=O)Nc3ncccn3)[nH]c2c1	/	i	0.8	/	/	/	/	-4%	-1%	/	-0.6%
O=C(Cc1ccccc1F)Nc1ccc(S(=O)(=O)N2CCCCC2)cc1	/	i	0.2	/	/	/	/	-4%	-9%	/	3.3%
CC(C)(CO)NC(=O)C(c1ccccc1)c1ccccc1	-4.2%	i	3.0	1.1	1%	-11	-13	-4%	2%	0%	0.4%
C/C(=N\OC(=O)c1ccc(F)cc1)c1ccc(F)c(F)c1	/	i	0.6	/	/	/	/	-2%	20%	/	2.9%
CC(C)N(C(=O)CSc1nnc(NC(=O)c2ccco2)s1)C(C)C	-5.1%	i	0.2	1.1	-22%	6	-6	5%	-1%	-18%	-0.3%
Cc1cc(-c2ccccc2)nc(N/N=C/c2ccc(O)cc2O)n1	/	i	0.0	/	/	/	/	2%	-5%	/	19%
OC(COCc1ccccc1)CN1CCN(Cc2ccc3c(c2)OCO3)CC1 (stereo unspecified)	-5.8%	i	0.1	1.1	0%	0	8	5%	4%	11%	-0.1%
COc1ccc(Cn2c(O)cc(=O)[nH]c2=O)cc1	-2.0%	i	0.7	1	-3%	-1	7	-7%	-1%	-10%	1.2%
O=c1cc(-c2ccc(F)cc2F)[nH]c2ccccc12	-6.3%	/	/	1.1	-5%	8	0	1%	-5%	-6%	0.7%
CCCN(CCC)C(=O)C1CC(=O)OC12CCCCC2 (stereo unspecified)	-3.1%	i	0.1	1.1	6%	-1	2	0%	6%	0%	-1.1%
Cc1cc(S(=O)(=O)NCc2ccccc2)ccc1OCC(=O)N1CCCC1	/	i	2.5	/	/	/	/	-6%	-1%	/	1.2%

(more compounds)
SMILES	XIAP antagonists	Myeloid diff MLP	Myeloid diff MLP GFP+ MAC1+ %	TNAP activators	PMI inhibitors	WT yeast gro inh	WT yeast gro inh mutant strain	Salmonella PhoP GFP	Siah-1 displacement	human PMI inhibitors	RSV antiviral HEp-2
CCC(C)C(=O)Nc1nc2ccc(OC)cc2s1 (stereo unspecified)	/	i	0.5	/	/	/	/	-14%	12%	/	4.8%
Cc1cc(C(=O)Nc2ccc(C)c(C)c2)n(-c2ccccc2)n1	/	i	0.7	/	/	/	/	-4%	-2%	/	-0.2%
Cc1nnc(NC(=O)c2ccc(F)c(S(=O)(=O)N3CCCCC3)c2)s1	/	i	0.5	/	/	/	/	4%	-2%	/	1.2%
COC(=O)C/C=C/[C@@H](C)[C@@H](/C=N/O[C@@H](C)c1cn([C@H](CO)Cc2ccccc2)nn1)NS(=O)(=O)c1ccc(C)cc1	-4.4%	/	/	1.1	-4%	14	6	5%	-1%	6%	0.8%
Clc1ccc(-c2noc(CSc3nnc(-c4ccncc4)n3-c3ccccc3)n2)cc1	-2.0%	i	6.4	1.1	10%	9	13	-4%	2%	3%	-0.1%
CCCCC(Sc1nc(N)c(NC(=O)c2ccc(OC)cc2)c(=O)[nH]1)C(=O)O (stereo unspecified)	-6.5%	i	0.1	1.1	-19%	-5	6	-3%	6%	-10%	4.8%
O=C(NCc1nc2ccccc2[nH]1)C1=C[C@H](c2coc3ccccc3c2=O)C[C@H](OCc2ccc(CO)cc2)O1	/	i	0.1	/	/	/	/	-4%	3%	/	11%
NS(=O)(=O)c1cccc(NC(=S)NCc2ccccc2)c1	-12%	i	0.3	1	-2%	-4	-4	1%	-7%	-3%	1.8%
CNC(=O)CCSc1ccc(C)cc1	-4.1%	i	1.1	1.1	6%	-8	-11	-9%	10%	0%	1.6%
Cc1ccc2nc(SCC(=O)NC3CCCC3)[nH]c2c1	/	i	2.5	/	/	/	/	7%	5%	/	7.0%
COC(=O)c1ccc(-c2noc(CN(C)Cc3ccncc3C)n2)cc1	-4.7%	i	0.8	1	4%	8	2	-3%	2%	10%	1.2%
O=C(CCN1CCc2ccccc2C1)Nc1ccccc1F	-0.9%	i	1.1	1.1	-12%	-6	-17	39%	-2%	-1%	1.0%
O=C1c2ccccc2C(=O)N1CC1c2ccccc2CCN1C(=O)C1CCCCC1 (stereo unspecified)	-7.3%	i	2.4	1.1	4%	29	21	0%	-2%	0%	47%
Cc1ccc(C)c(S(=O)(=O)N2CC(=O)Nc3ccccc32)c1	-0.5%	i	0.6	1.1	7%	10	4	-8%	-2%	5%	-0.7%
Cn1nc(-c2ccc(C(=O)O)cc2)c2ccccc2c1=O	-2.3%	i	1.1	1	-10%	-3	6	-4%	-4%	-5%	-0.2%
CC1CCc2nn(CC(=O)NCCN3CCCCC3C)cc2C1 (stereo unspecified)	-2.7%	i	0.9	1.2	1%	14	-8	7%	-5%	2%	-0.7%
C(=N\N1CCN(Cc2ccccc2)CC1)/c1ccccc1	/	i	0.6	/	/	/	/	6%	5%	/	-0.7%
Cc1nc2c(C(=O)NCc3ccc4c(c3)OCO4)c[nH]n2c(=O)c1Cc1ccccc1F	-7.2%	i	7.4	1	5%	-8	9	-8%	-6%	2%	-2.8%
CCc1ccccc1NC(=S)Nn1cnnc1	/	i	1.4	/	/	/	/	3%	-4%	/	0.2%
Cc1cc(NC(=O)c2ccc(F)cc2F)n(-c2nc3ccccc3[nH]2)n1	-3.1%	i	6.2	1.1	0%	-12	3	-3%	-2%	-1%	0.2%
N#Cc1nc(COc2ccc(Cl)cc2)oc1NCc1ccc2c(c1)OCO2	-4.9%	i	0.9	1.1	14%	22	7	15%	-3%	9%	14%
CN(C)/C=C1\C(=O)ON=C1c1ccccc1	0.2%	i	0.5	1.1	-12%	4	1	4%	-1%	-10%	0.3%
COc1cccc(C(=O)NCCCNC(=O)c2ccccn2)c1	/	i	1.7	/	/	/	/	3%	-3%	/	1.0%
COC(=O)c1ccccc1NC1OC(=O)c2ccccc21 (stereo unspecified)	-1.5%	i	1.6	1.1	0%	-6	2	-3%	1%	9%	0.8%
Cc1cc(OCC(=O)Nc2ccncc2)c(C)cc1Br	-0.5%	i	0.5	1.1	9%	60*	52*	19%	2%	3%	-1.0%

Following part
SMILES	XIAP antagonists	Myeloid diff MLP	Myeloid diff MLP GFP+ MAC1+ %	TNAP activators	PMI inhibitors	WT yeast gro inh	WT yeast gro inh mutant strain	Salmonella PhoP GFP	Siah-1 displacement	human PMI inhibitors	RSV antiviral HEp-2
Cc1cc(Cl)ccc1Oc1ncc(-c2ccc(Cl)cc2)cn1	-1.3%	i	1.0	1.1	11%	32	19	4%	0%	10%	8.1%
COc1cccc(-n2nnnc2SCC(=O)Nc2ccc(NC(C)=O)cc2)c1	/	i	1.0	/	/	/	/	1%	7%	/	4.5%
COc1ccc(C(=O)CN2C(=O)c3ccccc3C2=O)cc1	/	i	1.0	/	/	/	/	-4%	10%	/	1.6%
CC(OC(=O)c1ccc(S(=O)(=O)NCc2ccco2)cc1)C(=O)Nc1ccc(Cl)cn1 (stereo unspecified)	-4.9%	i	0.8	1	2%	-4	4	-4%	4%	12%	2.7%
OCCN1CCN(CCSc2ccccc2)CC1	-5.5%	i	0.3	1.1	-14%	-1	2	14%	6%	-26%	-0.6%
COCCCn1c(=O)c2ccccc2n(CC(=O)NC2CCCC2)c1=O	/	i	0.5	/	/	/	/	0%	0%	/	0.6%
CC(=O)Nc1cccc(NC(=O)Cc2nc(-c3ccccc3)sc2-c2ccc(C)cc2)c1	-3.0%	i	0.3	1.1	12%	-18	31	-8%	3%	37%	-3.1%
CNS(=O)(=O)c1cccc(C(=O)OCC(=O)c2cc3ccccc3o2)c1	-3.9%	i	0.5	1	-5%	-1	-18	-2%	-3%	-2%	1.1%
CC(C)CN(CC(C)C)S(=O)(=O)N1CCC(C(=O)NCc2cccs2)CC1	-2.3%	i	4.7	1.1	-1%	5	7	7%	0%	0%	-1.0%
Cc1onc(-c2c(Cl)cccc2Cl)c1C(=O)c1ccc(F)cc1	/	i	0.3	/	/	/	/	3%	4%	/	4.3%

Profiles from above. Order of values: XIAP antagonists | Myeloid diff MLP | Myeloid diff MLP GFP+ MAC1+ % | TNAP activators | PMI inhibitors | WT yeast gro inh | WT yeast gro inh mutant strain | Salmonella PhoP GFP | Siah-1 displacement | human PMI inhibitors | RSV antiviral HEp-2
Entry for `Cc1onc(-c2c(Cl)cccc2Cl)c1C(=O)c1ccc(F)cc1` → / | i | 0.3 | / | / | / | / | 3% | 4% | / | 4.3%
Entry for `COc1ccc(C(=O)CN2C(=O)c3ccccc3C2=O)cc1` → / | i | 1.0 | / | / | / | / | -4% | 10% | / | 1.6%
Entry for `Cc1cc(Cl)ccc1Oc1ncc(-c2ccc(Cl)cc2)cn1` → -1.3% | i | 1.0 | 1.1 | 11% | 32 | 19 | 4% | 0% | 10% | 8.1%
Entry for `CC(OC(=O)c1ccc(S(=O)(=O)NCc2ccco2)cc1)C(=O)Nc1ccc(Cl)cn1` (stereo unspecified) → -4.9% | i | 0.8 | 1 | 2% | -4 | 4 | -4% | 4% | 12% | 2.7%
Entry for `COc1cccc(-n2nnnc2SCC(=O)Nc2ccc(NC(C)=O)cc2)c1` → / | i | 1.0 | / | / | / | / | 1% | 7% | / | 4.5%
